WT yeast gro inh – growth inhibition of WT strain, primary screen, mitochondrial fusion inhibitor project, WT and mutant strains, chemical genetic | mitochondrial fusion phenotypic screen | inhibition, % at 10 µM | 190,000 compounds, 2.1% hits | AID 1362, 2008; in the data active means inhibition above about 58%; tested in S. cerevisiae
MT stabilize HCS – microtubule stabilizers in HeLa cells, primary screen, imaging, high-content imaging. 200,000 compounds, 0.83% hits. HeLa tubulin immunostaining HCS, 24 h; share of cells brighter than vehicle mean+2SD. % tubulin-high responders, % at 10 µM;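 active means plate Z-score above 3 for both tubulin-high and condensed-nucleus cell shares, with cell loss under 80%, at 10 µM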;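 further: anti alpha tubulin signal scored within the nucleus-defined area of each cell; some results filed as inactive read as strong as hits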
AID2073 – inhibitors of Mint1-CaV2.2 protein interaction, biochemical, HTRF (AID 2073) | Voltage-dependent N-type calcium channel subunit alpha-1B (Homo sapiens) | HTRF protein-protein interaction, Mint1-CaV2.2; higher % means a stronger effect | 290,000 compounds, 0.19% hits | one-dose inhibition, % at 20 µM; IC50 in µM for titrated hits; in the data active means inhibition mostly above about 51%, no sharp cut-off; inconclusive means no clear call, values can overlap the other calls; inactive means mostly below about 53%; further: some results filed as inactive read as strong as hits
bCat nuc transl – modulators of beta-catenin nuclear translocation, primary screen, imaging, HeLa cells, immunofluorescence, high-content; 190,000 compounds, 0.3% hits; AID 1665, 2009; nuclear translocation activity, % at 5 µM;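 active means nuclear translocation activity above 50% at 5 µM, with a well cell count of 50 or more; inconclusive means wells under 50 cells across six images, flagged as toxic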;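 further: per-cell ratio of nuclear to cytoplasmic median beta-catenin stain intensity; plate controls were DMSO negative control for no effect and GSK-3 inhibitor IX positive control for full effect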
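Test system: human HeLa cells, native beta-catenin. Compound dosing: 5 µM primary single dose, 0.1% DMSO, 0.02–20 µM confirmation series. Incubation: compound exposure 24 h at 37°C. Detection: beta-catenin immunostaining with DAPI counterstain, 20x imaging, 6 fields/well. Read-out basis: Nuclear/cytoplasmic beta-catenin signal ratio, % activation.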
Yfh1-off respiration – enhancers of respiration in Yfh1-depleted yeast, dose response, Friedreich's ataxia, plus single-dose screen (AID 1465) | S. cerevisiae Yfh1-off respiration, WST-1 reduction, 72 h; higher fold induction means a stronger effect | fold induction at 50 µM; hits with a dose series show EC50 in µM | 220,000 compounds, 0.074% hits;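 active means fold induction of absorbance versus untreated yeast above a set limit, then at least 30% activation at any dose in follow-up; inconclusive means repeats straddling the limit, or above it without dose testing; inactive means fold induction below the set limit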;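 further: activators that raise dye reduction in frataxin-depleted yeast; strong numbers were not always called active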
HIV peptide binding – inhibitors of HIV fusion peptide binding, primary screen, biochemical, uHTS, fluorescence dequenching (AID 1986); inhibition, % at 20 µM; hits with a dose series show IC50 in µM; 290,000 compounds, 0.3% hits; cell-free peptide binding, fluorescence dequenching, 30 min; higher % means a stronger effect; in the data active means inhibition mostly above about 52%, no sharp cut-off; inactive means mostly below about 76%; further: some results filed as inactive read as strong as hits
Ins promoter up – insulin promoter activators in MIN6 cells, imaging, high-content screening, mouse beta cells | z-score at 5 µM | MIN6 insulin promoter-GFP reporter; active compounds read high | 190,000 compounds, 0.3% hits;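 active means z-score above 3 at 5 µM with at least 500 cells counted in the well; inconclusive means wells under 500 cells, flagged as cytotoxic or low count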
Autophagy mod – autophagy modulators in MEF cells, primary screen, imaging, high-content, MEF GFP-LC3 | MEF GFP-LC3 puncta imaging; test concentration mostly 10 µM | calls only at 10 µM (by protocol) | 190,000 compounds, 0.98% hits | AID 463193, 2010;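 active means percentage of spot-positive cells more than 3 SD above its plate mean, without a fluorescence outlier flag or 80% toxicity; inconclusive means no clear call, values can overlap the other calls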;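 further: spot-positive cell cutoff set from DMSO-treated cells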
Dynein cargo inh – inhibitors of GR-EGFP nuclear translocation, primary screen, dynein cargo transport inhibitor project, imaging, high-content, 3617.4 mouse cells; z-score, hits read low; 220,000 compounds, 0.47% hits; test concentration mostly 20 µM; stimulated with dexamethasone, 1 µM; active compounds read low;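 active means plate z-score of nuclear minus cytoplasmic receptor signal below a set negative limit, without overly bright fluorescence or cell loss, cut at about -3.5 in these data, passing the limit was not always enough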;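 further: z-score of nuclear minus cytoplasmic ring GR-EGFP intensity difference per well; some compounds called inactive have numbers as strong as hits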
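Buffer or medium: tet-free medium with charcoal-stripped serum / Also added: dexamethasone agonist, 1.0 µM final, for 30 min / Timing: induction 48 h, compound 1 h, agonist 30 min / Measured by: high-content fluorescence imaging after fixation / Read-out: nuclear-to-cytoplasmic GR-EGFP distribution per well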
WT yeast gro inh mutant strain – second read-out of WT yeast gro inh, no call of its own (marks repeat the call); inhibition, %; mitochondrial fusion phenotypic screen, mutant strain inhibition
Dynein cargo inh cytoplasmic EGFP – second read-out of Dynein cargo inh, no call of its own (marks repeat the call); z-score; measured here: cytoplasmic GR-EGFP intensity; active compounds read high
Dynein cargo inh nuclear GR-EGFP – further read-out of Dynein cargo inh, marked with its call; z-score; measured here: nuclear GR-EGFP intensity;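 lower value marks the stronger effect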
Dynein cargo inh cell count – second read-out of Dynein cargo inh, no call of its own (marks repeat the call); z-score; measured here: cell count per field
Ins promoter up cell count – further read-out of Ins promoter up, marked with its call; cell count; measured here: cytotoxicity, nuclei count;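 total cells summed across four imaged fields per well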
bCat nuc transl cell count 5 µM – also measured in bCat nuc transl; calls as there; cell count; measured here: cell count, cytotoxicity flag
MT stabilize HCS Hoechst-high % – second read-out of MT stabilize HCS, no call of its own (marks repeat the call); % Hoechst-high responders; measured here: nuclear condensation Hoechst responders;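 share of cells brighter than vehicle mean plus two SD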
MT stabilize HCS cytotoxicity % – recorded beside MT stabilize HCS, whose call it bears; toxicity, %; measured here: cytotoxicity by cell density;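 0% = mean cell density of plate MIN control wells and 100% = no cells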
Autophagy mod cell loss 18 h – also measured in Autophagy mod; calls as there; toxicity, %; measured here: cell loss, nuclei count;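 cell loss after 18 h compound exposure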
Numbers without * were called inactive; i = inactive; ? = inconclusive; · = no result given.

SMILES	WT yeast gro inh	WT yeast gro inh mutant strain	MT stabilize HCS	MT stabilize HCS Hoechst-high %	MT stabilize HCS cytotoxicity %	AID2073	bCat nuc transl	bCat nuc transl cell count 5 µM	Yfh1-off respiration	HIV peptide binding	Ins promoter up	Ins promoter up cell count	Autophagy mod	Autophagy mod cell loss 18 h	Dynein cargo inh	Dynein cargo inh cytoplasmic EGFP	Dynein cargo inh nuclear GR-EGFP	Dynein cargo inh cell count
Cc1ccc(N2C(=O)C3C(c4ccccc4)N4CCCN4C3(C)C2=O)cc1 (stereo not drawn)	-11	16	3.0	2.4	8.6	4%	-4.0	631	i	-1.3%	0.18	1255	i	-3	0.63	-0.25	0.56	0.15
COc1ccc(-c2ccc3c(n2)sc2c(=O)[nH]c(=O)[nH]c23)cc1OC	2	-8	19	2.1	0.5	35%	1.7	1040	i	9.5%	-1.3	1198	i	1	0.48	-0.13	0.36	-0.28
Cc1ccc(-n2c(O)cnc2Nc2nc(C)cc(C)n2)cc1	18	7	3.3	3.0	10	-3%	-0.5	1232	·	-0.7%	-0.01	1600	i	-10	-0.57	-0.16	0.031	-0.64
S=c1[nH]ncn1/N=C/c1cccs1	·	·	·	·	·	-31%	-0.8	1264	i	0.3%	-0.25	1121	·	·	-0.37	-0.8	-0.38	0.13
COc1ccc(NC(=O)CSc2cccc3cccnc23)c(OC)c1	-3	-13	3.8	2.7	3.2	-2%	0.2	995	i	1.4%	0.15	1421	i	-7	0.14	-0.26	0.19	0.31
COc1ccc(CCCc2nnc(SCc3nc4ccccc4c(=O)[nH]3)n2C)cc1C	10	11	5.0	1.5	22	-6%	-0.5	1039	i	1.8%	-0.83	1294	i	16	-0.76	-0.33	0.052	0.89
O=C(c1ccco1)N1CCN(S(=O)(=O)N2CCOCC2)CC1	-5	-11	2.9	1.9	8.3	5%	·	·	i	-1.3%	-0.52	807	i	-13	-0.45	-0.24	-0.043	0.99
CC1(C)CC(=O)c2sc(NC(=O)CN3C(=O)CCC3=O)nc2C1	15	10	4.6	1.6	1.8	-3%	-0.5	1123	i	-0.1%	1.8	1485	i	6	-0.59	-0.21	-0.18	0.047
Cc1ccc(NS(=O)(=O)c2ccc(NC(=O)CSc3ccc(Cl)cc3)cc2)c(C)c1	-1	-2	1.4	0.9	9.1	-3%	0.4	1339	i	0.8%	-0.63	1558	i	25	-1.1	-0.19	-0.53	0.79
N#CC1=C(S)N(c2ccc(F)cc2)C(c2ccco2)NC1=O (stereo not drawn)	-14	2	1.5	2.5	2.6	17%	-5.2	1133	i	1.2%	0.14	1608	i	2	0.43	-0.39	-0.36	-0.36
COC(=O)c1sccc1NC(=O)CC1C(=O)NCCN1C(=O)Nc1ccc(F)cc1F (stereo not drawn)	·	·	·	·	·	-7%	0.0	1287	i	-0.3%	-0.16	1011	·	·	-0.74	-0.22	-0.057	0.69
COc1cc2c(cc1OC)CN(Cc1cc(=O)oc3cc(C)c(Cl)cc13)CC2	7	17	2.6	3.0	9.2	25%	·	·	i	9.8%	-0.73	1227	i	-2	-0.95	2.1	-0.51	0.81
CCC(CC)C(=O)Nc1cccc(C(=O)NCc2ccco2)c1	-22	-4	1.5	1.6	5.2	6%	1.2	938	i	8.4%	-0.06	1723	i	-2	-0.18	-0.085	0.16	0.98
Clc1ccc2nc(N3CCCCC3)[nH]c2c1	-6	1	3.4	2.7	7.7	-9%	-0.4	1060	i	-2.9%	·	·	i	-1	-0.19	-0.24	-0.23	0.94
COC(=O)[C@@H]1CC[C@H](C)[C@@H](c2ccc(C)cc2)N1C(=O)c1ccc(/C=N/O[C@@H](C)CN2CCCCc3nc(C)c(C)cc32)cc1	75*	9.0*	5.1	3.9	0.2	4%	-1.3	538	·	4.2%	-1.5	694	i	16	0.57	-0.3	0.58	0.79
CCOC(=O)CNC(=O)CSc1nc(-c2ccc(OC)cc2)ns1	5	-7	0.8	1.8	6.9	0%	-7.1	1151	i	0.9%	0.66	1605	i	-9	-0.69	-0.24	-0.58	1.2
CCCN(CC(=O)Nc1ccccc1C)C(=O)/C=C/c1cccs1	3	20	2.3	2.7	8.3	3%	0.0	1049	i	-1.0%	-0.23	1565	i	21	0.73	-0.22	0.56	-0.65
O=C(NCCN1CCOCC1)c1ccccc1Oc1ccccc1	-9	-1	1.8	2.0	7.0	1%	·	·	·	1.9%	0.75	1201	i	-1	0.11	-0.22	0.046	-0.5
CCCCn1c(NC(C)CC)nc2c1c(=O)[nH]c(=O)n2C (stereo not drawn)	0	2	3.7	1.3	16	11%	-5.8	1041	i	4.0%	0.02	1413	i	7	-0.12	-0.38	0.28	0.22
COc1ccc2nc3cccc(OC)c3nc2c1	-1	14	4.0	3.5	10	62%*	0.3	1088	i	25%	0.09	1236	i	35	-0.87	-0.29	-0.3	1.1

5 entries from above, ordered by formula weight, smallest number first:
SMILES	WT yeast gro inh	WT yeast gro inh mutant strain	MT stabilize HCS	MT stabilize HCS Hoechst-high %	MT stabilize HCS cytotoxicity %	AID2073	bCat nuc transl	bCat nuc transl cell count 5 µM	Yfh1-off respiration	HIV peptide binding	Ins promoter up	Ins promoter up cell count	Autophagy mod	Autophagy mod cell loss 18 h	Dynein cargo inh	Dynein cargo inh cytoplasmic EGFP	Dynein cargo inh nuclear GR-EGFP	Dynein cargo inh cell count
Cc1ccc(-n2c(O)cnc2Nc2nc(C)cc(C)n2)cc1	18	7	3.3	3.0	10	-3%	-0.5	1232	·	-0.7%	-0.01	1600	i	-10	-0.57	-0.16	0.031	-0.64
N#CC1=C(S)N(c2ccc(F)cc2)C(c2ccco2)NC1=O (stereo not drawn)	-14	2	1.5	2.5	2.6	17%	-5.2	1133	i	1.2%	0.14	1608	i	2	0.43	-0.39	-0.36	-0.36
O=C(NCCN1CCOCC1)c1ccccc1Oc1ccccc1	-9	-1	1.8	2.0	7.0	1%	·	·	·	1.9%	0.75	1201	i	-1	0.11	-0.22	0.046	-0.5
COc1ccc(NC(=O)CSc2cccc3cccnc23)c(OC)c1	-3	-13	3.8	2.7	3.2	-2%	0.2	995	i	1.4%	0.15	1421	i	-7	0.14	-0.26	0.19	0.31
Cc1ccc(NS(=O)(=O)c2ccc(NC(=O)CSc3ccc(Cl)cc3)cc2)c(C)c1	-1	-2	1.4	0.9	9.1	-3%	0.4	1339	i	0.8%	-0.63	1558	i	25	-1.1	-0.19	-0.53	0.79

The results go on:
SMILES	WT yeast gro inh	WT yeast gro inh mutant strain	MT stabilize HCS	MT stabilize HCS Hoechst-high %	MT stabilize HCS cytotoxicity %	AID2073	bCat nuc transl	bCat nuc transl cell count 5 µM	Yfh1-off respiration	HIV peptide binding	Ins promoter up	Ins promoter up cell count	Autophagy mod	Autophagy mod cell loss 18 h	Dynein cargo inh	Dynein cargo inh cytoplasmic EGFP	Dynein cargo inh nuclear GR-EGFP	Dynein cargo inh cell count
CCc1nnc(NC(=O)c2ccc(OCc3c(C)noc3C)c(OC)c2)s1	-20	4	2.8	2.3	4.7	4%	1.0	1101	i	0.8%	0.2	1126	i	4	1.5	0.014	0.98	-0.92
O=C(NCc1ccncc1)NC12CC3CC(CC(C3)C1)C2	10	7	4.1	3.2	2.4	-5%	5.3	1017	i	-2.5%	0.93	1175	i	21	-0.3	-0.29	-0.12	0.01
CN1CCN(S(=O)(=O)c2ccc(NC(=O)C(C)(C)C)cc2)CC1	-6	8	2.0	1.2	5.1	-11%	·	·	i	-2.2%	0.42	809	i	-14	0.37	-0.32	0.36	-0.11
NS(=O)(=O)c1ccc2c(c1)oc(=O)c1cc(S(N)(=O)=O)ccc12	-16	10	3.4	2.0	6.6	1%	0.9	1066	i	-0.3%	-0.27	1512	i	7	-0.11	-0.33	-0.21	-0.31
CC(C)[C@H](N)c1nnc(SCC(=O)c2ccc(Cl)cc2)o1	-41	-45	1.4	1.4	8.8	2%	·	·	i	5.2%	-0.05	975	i	-1	-0.26	-0.24	-0.0022	-0.27
CC(CCC(=O)Nc1nncs1)C(=O)O (stereo not drawn)	12	8	1.5	2.4	6.5	-1%	-2.1	1144	i	0.4%	-0.35	1960	·	·	0.014	-0.081	0.33	-0.64
COc1ccc(OC)c(-c2c[n+](=O)c3c(n2[O-])CCCC3)c1	3	14	1.7	1.0	2.4	5%	-6.5	928	i	1.8%	0.37	1193	i	10	-1.3	-0.27	-0.5	0.68
COc1ccccc1NC(=O)CN(c1ccccc1F)S(C)(=O)=O	12	23	4.1	2.9	5.9	10%	-0.1	1046	i	-1.7%	-0.64	1139	i	1	-0.64	-0.25	-0.63	0.52
O=C(Nc1ccc(F)cc1)c1csc(Cc2ccccc2)n1	31	12	1.5	1.8	0.5	?	1.3	1103	i	2.4%	0.14	1256	i	-1	-0.54	-0.22	-0.41	-0.059
O=C(c1ccc(C(=O)N2CCCc3ccccc32)s1)N1CCCc2ccccc21	97*	91*	1.8	0.8	3.2	14%	-0.5	1350	i	-1.1%	-0.18	1508	i	-2	-0.36	-0.22	-0.22	0.72

Screening results as filed in PubChem BioAssay.
